Assay outcomes from PubChem.
CTSL1 counter – Fasciola hepatica cathepsin L1 inhibitors, primary screen, counter-screen for PFM18AAP inhibitor project, biochemical, QFRET, fluorogenic peptide substrate; recombinant F. hepatica cathepsin L1, Z-Leu-Arg-MCA fluorescence; 300,000 compounds, 0.49% hits; inhibition, % at 5.96 µM;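 active = inhibition above the mean of all tested compounds plus 3 SD, set per screening campaign, cut at about 17% in these data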;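 also: 0% = plate median of test compound wells and 100% = 1 µM Z-Phe-Ala-diazomethylketone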
proCasp7 act – procaspase-7 activators, primary screen, counter-screen for procaspase-3 activator project, biochemical, absorbance, HTS, human; recombinant procaspase-7, Ac-DEVD-pNA absorbance 405 nm; D23A/D198A/D206A triple mutant, cannot self-cleave; scale: DMSO 0, 5 µM enzyme 100; activation, % at 8.5 µM; 330,000 compounds, 0.093% hits; AID 463210, 2010;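 active = percent activation above the screen-wide mean plus 3 SD, cut at about 25% in these data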
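signal = Epi-absorbance of released pNA at 405 nm, two timepoints | assay system = Uncleavable procaspase-7 mutant enzyme | reagent = Ac-DEVD-pNA substrate, 400 µM as added | times = 1 h enzyme–compound preincubation and 2 h substrate reaction, both 25 °C | benchmarks = low DMSO alone, high DMSO plus 5 µM PC-7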
PP1 counter – PP1-alpha phosphatase inhibitors, primary screen, counter-screen for PP5 inhibitor project, biochemical, fluorescence, OMFP substrate, single point. Serine/threonine-protein phosphatase PP1-alpha catalytic subunit (Homo sapiens), P62136. purified PP1alpha. inhibition, % at 6.7 µM. 320,000 compounds, 0.9% hits;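 active = inhibition above the mean inhibition of all tested compounds plus 3 SD, computed separately for each screening campaign, cut at about 15% in these data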
Target sequence (P62136 whole entry, looked up): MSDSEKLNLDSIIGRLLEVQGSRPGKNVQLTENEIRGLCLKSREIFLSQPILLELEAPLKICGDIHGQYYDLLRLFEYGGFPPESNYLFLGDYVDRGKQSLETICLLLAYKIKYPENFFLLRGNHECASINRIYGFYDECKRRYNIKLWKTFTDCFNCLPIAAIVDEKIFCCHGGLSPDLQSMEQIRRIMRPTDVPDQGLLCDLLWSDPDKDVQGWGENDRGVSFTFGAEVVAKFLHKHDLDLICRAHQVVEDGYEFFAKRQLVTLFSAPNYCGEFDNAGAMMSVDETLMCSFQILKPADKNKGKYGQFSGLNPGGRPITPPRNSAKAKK
VLA-4 inh – inhibition in human VLA-4 binding assay, primary screen, VLA-4 allosteric modulator project, MLPCN library, flow cytometry, VLA-4 expressing cells; Integrin alpha-4 (Homo sapiens), P13612; ligand binding flow cytometry; inhibition, % (about 7 µM as worked out from the volumes in the protocol); 330,000 compounds, 0.2% hits; in the data active = inhibition above about 50%
GRK2 aptamer HTS – compounds blocking aptamer binding on GRK2 – biochemical, human GRK2, bead flow cytometry, HTS, primary screen; 330,000 compounds, 0.59% hits; FAM-aptamer displacement from GRK2; AID 488847, 2010; inhibition of aptamer binding, % at 10 µM;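 active = inhibition of aptamer binding above 40%, roughly 3 SD of noise, on plates passing a quality check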;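 also: median bead fluorescence of bound FAM aptamer so fluorescent compounds give negative values; no value below 0 was filed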
Target sequence (P25098 whole entry, looked up): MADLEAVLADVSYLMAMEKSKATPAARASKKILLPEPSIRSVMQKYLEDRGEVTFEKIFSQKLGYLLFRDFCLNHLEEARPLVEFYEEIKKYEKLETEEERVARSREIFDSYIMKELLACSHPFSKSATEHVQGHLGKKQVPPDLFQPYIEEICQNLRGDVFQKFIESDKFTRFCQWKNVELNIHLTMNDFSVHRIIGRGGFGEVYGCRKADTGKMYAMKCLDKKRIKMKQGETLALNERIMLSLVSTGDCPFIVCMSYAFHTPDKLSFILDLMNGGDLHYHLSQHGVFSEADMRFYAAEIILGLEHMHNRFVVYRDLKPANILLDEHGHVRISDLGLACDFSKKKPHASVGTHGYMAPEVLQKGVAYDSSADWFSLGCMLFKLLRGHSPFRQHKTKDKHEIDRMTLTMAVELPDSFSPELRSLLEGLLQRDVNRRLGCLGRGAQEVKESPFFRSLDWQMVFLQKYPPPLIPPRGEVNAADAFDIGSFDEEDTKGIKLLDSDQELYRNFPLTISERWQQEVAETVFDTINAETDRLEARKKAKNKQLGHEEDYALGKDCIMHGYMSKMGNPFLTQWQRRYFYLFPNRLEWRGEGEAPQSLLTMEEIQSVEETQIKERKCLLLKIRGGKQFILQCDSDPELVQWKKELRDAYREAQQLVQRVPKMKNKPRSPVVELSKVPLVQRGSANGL
GASC-1 inh – inhibitors of GASC-1 histone demethylase, primary screen, biochemical, fluorescence, DELFIA europium. GST-JMJD2C(1-420) H3K9me3 demethylation. Lysine-specific demethylase 4C (Homo sapiens), Q9H3R0. AID 2099, 2009. inhibition, % at 2.35 µM. 330,000 compounds, 0.069% hits;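 active = more than half of a compound's replicate wells show inhibition beyond 50%, single wells judged on their own value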;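 also: signal counts dimethyl H3K9 product captured on neutravidin plate; 0% = median of DMSO wells and 100% = 0.3 times that DMSO median; strong numbers were not always called active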
HCV core dimer – inhibitors of HCV core protein dimerization, primary screen, biochemical, TR-FRET, high-throughput; TR-FRET GST/Flag-core106 dimerization, 1536-well; inhibition, % at 5 µM; 300,000 compounds, 0.33% hits; AID 1899, 2009;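 active = inhibition above the mean of all tested compounds plus 3 SD, set per screening campaign, cut at about 45% in these data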
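Assay system: GST-tagged and Flag-tagged HCV core protein residues 1-106 / Times: compound-protein-antibody incubation 4 h at 22.5 °C / Signal: time-resolved FRET, ex 340 nm, em 617 and 671 nm / Evaluation: % inhibition based on acceptor/donor emission ratio / Benchmarks: wells lacking GST-core106 and wells with excess unlabelled core106 / Repeats: singlicate, one well per compound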
proCasp3 act – activators of human procaspase-3 D3A mutant, primary screen, biochemical, absorbance, PC-3 D3A mutant, single concentration; activation, % at 8.5 µM; recombinant procaspase-3 D3A, Ac-DEVD-pNA absorbance 405 nm; 330,000 compounds, 0.11% hits;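 active = activation above the mean of all tested compounds plus 3 SD, cut at about 21% in these data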;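 also: 0% = DMSO alone and 100% = DMSO wells spiked with extra 5 µM PC-3 D3A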
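Assay system: Procaspase-3 D3A mutant, all three cleavage aspartates alanine. Buffer or medium: Zinc-free HEPES saline buffer with Triton X-100. Times: 1 h compound preincubation, 2 h substrate hydrolysis at 25 °C. Measured by: 405 nm absorbance of p-nitroaniline, reads at 0 and 120 min. Read-out basis: percent activation relative to control range. Replicates: singlicate.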
PP5 primary – PP5 phosphatase inhibitors, primary screen, biochemical, fluorescence. Serine/threonine-protein phosphatase 5 (Homo sapiens), P53041. purified PP5c, OMFP substrate fluorescence. inhibition, % at 6.7 µM. 320,000 compounds, 0.18% hits. AID 1987, 2009;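 active = inhibition above the campaign's mean inhibition across all tested compounds plus 3 SD, cut at about 9.5% in these data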;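 also: 0% = DMSO only and 100% = 100 µM cantharidin control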
Starred values were filed as active, the others as inactive; i = inactive; . = not tested or not shown. The order is random; 2.6% or so of the library scored in one or more.

SMILES | CTSL1 counter | proCasp7 act | PP1 counter | VLA-4 inh | GRK2 aptamer HTS | GASC-1 inh | HCV core dimer | proCasp3 act | PP5 primary
Cc1cnc(CNC(=O)c2ccc3oc(C(C)C)nc3c2)[nH]1 | 0 | 1 | 2 | 4 | 0 | -2 | -2 | 3 | 4.5
C=CCNC(=O)/C(=C\c1ccc(Br)cc1)NC(=O)c1ccccc1OC | -2 | 3 | -2 | -5 | 7 | 33 | -3 | 3 | 4.0
CCOc1ncccc1C(=O)Nc1ccc(Cl)cc1 | 1 | 1 | -1 | 3 | 0 | 6 | -1 | 13 | 3.2
Cc1cc(/C=N/NC(=O)c2ccccn2)c(C)n1-c1cccc([N+](=O)[O-])c1 | 3 | 2 | -2 | 5 | 4 | 3 | 10 | -2 | -1.2
CCOC(=O)C1CCN(C(=O)c2cnn3c(C)cc(C)nc23)CC1 | -3 | 7 | 0 | -7 | 0 | -15 | -6 | 2 | -1.1
COc1ccc(NC(=O)NC(c2ccccc2)c2ccccc2)c(OC)c1 | -4 | 0 | -2 | -35 | 10 | 3 | -7 | 9 | 1.8
Cc1cccc(C(C)C)c1NC(=O)CSc1cccc[n+]1[O-] | . | 9 | . | 13 | 0 | 1 | . | 2 | .
COc1ccc(N2CCN(CC(=O)NC(C)c3ccccc3)CC2)cc1 (stereo not given) | -2 | -8 | -2 | 3 | 0 | 4 | 2 | -4 | 0.9
Cc1ccccc1NC(=O)CSC1=C(C#N)C(c2ccsc2)CC(=O)N1 (stereo not given) | 2 | 5 | -3 | -14 | 0 | -13 | -4 | 2 | 1.4
COc1ccc(C(=O)Nc2ccc(CN3CCCCC3)cc2)cc1 | 4 | 1 | 1 | -16 | 0 | 16 | -3 | -11 | -1.1
CC(C)OC(=O)CSc1nnc(-c2ccco2)n1N | -3 | 6 | -1 | -5 | 3 | 4 | -2 | -4 | 2.8
Cc1ccc(C(=O)NCc2ccccn2)o1 | -1 | -1 | 2 | 22 | 0 | 0 | -3 | 3 | -1.9
Cn1nc(C(=O)Nc2cccc(C(F)(F)F)c2)c2ccccc2c1=O | 4 | 7 | 5 | 8 | 0 | 1 | 4 | -2 | 5.3
CCc1ccc(NC(=O)CSc2nc(=O)n(CCN(C)C)c3c2CCCC3)cc1 | 0 | 12 | 0 | 7 | 0 | -18 | -1 | 4 | 0.3
Cc1ccc(CSc2nc3nc(C)cc(C)c3c(=O)[nH]2)cc1 | -7 | 5 | -1 | -4 | 1 | 11 | 2 | -5 | 2.1
COC(=O)c1ccc(NC(=O)CN2C(=O)NC3(CCC(C)CC3)C2=O)cc1 (stereo not given) | . | 4 | . | -3 | 0 | 8 | . | 10 | .
COc1cc(/C=C/C(=O)N(Cc2ccccc2)c2ccccn2)cc(OC)c1OC | 6 | -5 | 2 | 22 | 0 | -11 | -5 | -7 | 2.3
Cc1c2n(c3ccccc13)CCC2=O | 5 | -13 | 3 | -1 | 0 | 4 | 3 | -1 | -0.2
O=C(C1CCCN(S(=O)(=O)c2cc(Cl)ccc2Cl)C1)N1CCCC1 (stereo not given) | 1 | 5 | -2 | 15 | 3 | 33 | 1 | 4 | 2.0
CC(=O)Nc1nonc1-c1nc2ccccc2n1CCC#N | 4 | 0 | 1 | 1 | 0 | -2 | -6 | 5 | -2.6
CC(=O)Oc1cc(O)c2c(c1)OC(c1ccc(OC(C)=O)c(OC(C)=O)c1)C(OC(C)=O)C2=O (stereo not given) | -18 | 1 | 1 | 3 | 2 | -1 | 2 | 7 | 0.8
Cn1c(=O)c(N)c2c3c(c(Br)ccc31)C(=O)c1ccccc1-2 | 14 | -6 | -14 | -1 | 34 | -2 | -15 | 5 | -14
CC(C)(C)c1ccc(/C=C/C(=O)NC2=NCCS2)cc1 | 3 | -1 | 5 | 2 | 0 | -11 | -3 | -2 | 0.3
COc1ccc(C)cc1N(CC(=O)N1CCCCCC1)S(C)(=O)=O | 1 | -10 | -2 | 7 | 0 | -3 | 5 | -1 | -2.0
O=C(CNCc1ccc(Cl)cc1)Nc1ccc(C(=O)N2CCCCCC2)cc1 | 2 | -12 | 5 | 6 | 1 | -1 | 2 | 8 | 3.5
Cc1cccc(N2C(=S)N=C(Nc3c(C)cccc3C)C23CCOC(C)(C)C3)c1 (stereo not given) | -1 | 6 | -2 | 4 | 5 | 5 | 3 | 2 | 0.2
Cc1ccc(C2CC(=O)NC(SCCC(C)C)=C2C#N)cc1 (stereo not given) | 0 | -2 | 1 | 5 | 0 | 4 | 2 | -3 | 1.4
COc1ccc(C(CNC(=O)COc2ccc(Cl)cc2C)N2CCCCC2)cc1 (stereo not given) | 0 | 5 | -3 | -3 | 0 | -1 | -3 | 9 | 0.2
COc1ccc(OC)c(NC(=O)CSc2nnc(CNC(=O)c3ccco3)o2)c1 | -1 | -5 | -1 | 7 | 1 | 1 | 1 | -9 | 0.8
O=C(O/N=C(/c1ccccc1)c1ccncc1)c1ccccc1[N+](=O)[O-] | -6 | -7 | 2 | 21 | 4 | -12 | 1 | 9 | -1.9
COc1cc(CNC(C)c2ccccc2)cc(Br)c1OCc1ccccc1 (stereo not given) | 2 | -10 | 9 | 20 | 0 | 1 | -3 | 2 | 3.4
CCN(CC)Cc1c(C(=O)N/N=C/c2ccncc2)nnn1-c1nonc1N | 0 | 9 | -6 | 14 | 0 | -6 | -7 | -1 | -1.1
Cn1ncc2cc(NC(=S)NC(=O)c3ccccc3)ccc21 | 1 | -9 | -1 | -35 | 2 | 14 | 0 | -7 | -0.6
Cc1cc(C)c(OCCN(C)Cc2ccccc2)c(Br)c1 | 3 | 7 | 2 | 9 | 3 | -11 | -7 | -3 | 1.2
CCC(C)NC(=O)CN(c1cc(C)cc(C)c1)S(=O)(=O)c1c(C)[nH]c(=O)[nH]c1=O (stereo not given) | -3 | 4 | -3 | -9 | 0 | -2 | -8 | 0 | -1.1
O=C1c2cccc3cccc(c23)C(=O)N1Cc1ccco1 | -4 | 2 | 0 | 7 | 0 | 5 | 4 | 8 | -3.7
C=C(C)C(=O)OCC(C)C | . | 6 | -2 | 3 | 0 | 6 | . | 1 | -2.5
O=C(c1ccccc1)c1ccccc1NC(=O)C1CCCN1Cc1ccccc1 (stereo not given) | 6 | 2 | 2 | -2 | 0 | -5 | 0 | -4 | -1.2
NC(=O)CCC(NS(=O)(=O)c1ccc(Cl)cc1)C(=O)NCC1CCCCC1 (stereo not given) | 0 | 2 | 0 | -2 | 0 | -12 | 17 | -8 | 2.6
COC(=O)c1ccc(-c2noc(CN3C[C@H]4CC[C@H]3C4)n2)cc1 | -7 | 2 | 4 | 10 | 0 | -11 | -6 | 3 | -1.8

Reprinted from the results shown (two entries):
SMILES | CTSL1 counter | proCasp7 act | PP1 counter | VLA-4 inh | GRK2 aptamer HTS | GASC-1 inh | HCV core dimer | proCasp3 act | PP5 primary
CC(=O)Oc1cc(O)c2c(c1)OC(c1ccc(OC(C)=O)c(OC(C)=O)c1)C(OC(C)=O)C2=O (stereo not given) | -18 | 1 | 1 | 3 | 2 | -1 | 2 | 7 | 0.8
Cn1c(=O)c(N)c2c3c(c(Br)ccc31)C(=O)c1ccccc1-2 | 14 | -6 | -14 | -1 | 34 | -2 | -15 | 5 | -14

(more compounds)
SMILES | CTSL1 counter | proCasp7 act | PP1 counter | VLA-4 inh | GRK2 aptamer HTS | GASC-1 inh | HCV core dimer | proCasp3 act | PP5 primary
COc1cc(CCN2C(=O)c3cccc4cccc(c34)C2=O)c(S(=O)(=O)NCCO)cc1OC | -2 | -6 | -2 | 6 | 0 | -3 | -2 | 5 | 3.7
Cc1cc2nc(SCC(=O)N(C)C)c3c(c2cc1C)CCCC3 | 2 | -1 | 4 | 16 | 0 | 0 | -4 | 1 | 4.5
O=C(c1cccs1)N1CCN(c2ccc(Cl)cc2)CC1 | -2 | 9 | -1 | 6 | 1 | 7 | 1 | 4 | 4.0
S=C(NCc1ccccc1)N1CCN(C(=S)NCc2ccccc2)CC1 | . | -1 | 0 | -3 | 0 | -6 | . | 3 | 1.4
Cc1nc2ccc(-n3ccc(=O)cc3)cc2s1 | -1 | 0 | -3 | 12 | 0 | i | 0 | 3 | 2.3
Cc1oncc1-c1cn2ccccc2n1 | -1 | 3 | -2 | 3 | 1 | 3 | -4 | -5 | 3.3
CCCS(=O)(=O)N1CCCC(c2nc(-c3cccc(OC)c3)no2)C1 (stereo not given) | 0 | 3 | -2 | 21 | 0 | 1 | 2 | 0 | 1.4
COc1ccc(C(=O)NC2CCCc3ccccc32)cc1Br (stereo not given) | -1 | -6 | 1 | -2 | 4 | 2 | 15 | 5 | -1.0
COc1ccc(NC(=O)Cn2nnc(C(=O)NCc3ccc(C)cc3)c2N)cc1OC | -2 | 1 | -3 | 4 | 0 | -10 | -2 | 10 | -0.8
CC(C)CNC(=O)COC(=O)CCC(=O)c1ccc(Cl)cc1 | -41 | 4 | -3 | 0 | 0 | 26 | 0 | -4 | -2.2
COc1cccc(/C=N/n2c(COc3ccccc3)n[nH]c2=S)c1OC | 3 | -4 | 0 | 12 | 2 | 11 | 0 | -6 | 2.5
Oc1ccccc1N1CCN(c2ccc3ccccc3n2)CC1 | 2 | 1 | -1 | -5 | 0 | -1 | 17 | -1 | 3.6
CCOCCN1CCN(C(=O)CN2CCCC2=O)CC1 | 0 | -4 | -1 | -4 | 0 | -24 | -5 | -8 | 2.8
CNc1c(NS(=O)(=O)c2ccc(Cl)cc2)c(=O)oc2ccccc12 | -1 | -6 | -2 | 3 | 0 | -2 | -5 | 5 | -0.1
CCN1CCN(C(=O)CSCc2nc(-c3ccc(OC)c(OC)c3)oc2C)CC1 | 0 | -5 | -6 | -6 | 3 | 0 | -6 | -2 | -1.5
CCC(C)(C)n1nnnc1CN1CCC(O)(c2cccc(C(F)(F)F)c2)CC1 | 1 | -7 | -2 | -5 | 0 | -2 | -1 | 2 | 7.2
Cc1ccc(N(CC(=O)NCc2ccccc2)C(=O)CCC(=O)Nc2nccs2)cc1 | 0 | 3 | 1 | -6 | 5 | 9 | 8 | -1 | 2.7
O=C(c1ccccc1)N1CCc2ccccc21 | 1 | -1 | -5 | -5 | 0 | 5 | 1 | -5 | 0.8
COc1ccc2[nH]c(C)c(CCN(Cc3cccs3)C(=S)Nc3ccc(F)cc3)c2c1 | -2 | -3 | 0 | -33 | 1 | 1 | 21 | 2 | 4.3
